Insulin prom inh = TRM-6 insulin promoter activity inhibition | TRM-6 cells (human fetal islet line), insulin promoter-eGFP reporter, imaging; reporter expression induced with tamoxifen | inhibition, % at 2 µM | actives 0.9% (n = 130,000);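 active = inhibition above the mean plus 3 SD, with well images judged a real hit on visual review, cut at about 60% in these data, passing the limit was not always enough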
SDO1 yeast rescue = sdo1-depleted yeast growth rescue; S. cerevisiae sdo1-depleted JHY4D growth rescue, OD600 30 h; hits give high values; pdr5 snq2 efflux-pump mutant strain; z-score at 10 µM; actives 0.21% (n = 140,000); AID 817;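 active = z-score above 3 at both the 24 hr and the 30 hr optical density reads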;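 note: z-score against mean and SD of all compound wells on the same plate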
SDO1 yeast rescue Rescue 24 h = second read-out of SDO1 yeast rescue, no call of its own (marks repeat the call); z-score; S. cerevisiae sdo1-depleted JHY4D growth rescue, OD600; measured here: growth rescue at 24 h;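 0 is the plate mean of compound wells and units are plate SD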
* = called active by the depositor; x = not tested or not shown; [ ] = another dose, or the depositor's remark.

Fields – SDO1 yeast rescue Rescue 24 h | SDO1 yeast rescue | Insulin prom inh
> COc1cccc(Cn2c(-c3cccs3)noc2=O)c1
  -0.23 | 0.25 | x
> COc1cc(NS(=O)(=O)c2ccccc2)ccc1-n1nc(C)cc1C
  -0.39 | -0.05 | -28.8
> O=C(c1ccc(Br)s1)N1CCN(c2ncccn2)CC1
  -0.39 | -0.3 | 19.1
> Cn1c(=O)c2c(ncn2CC(O)CO)n(C)c1=O (stereo not given)
  1.09 | 0.94 | -9.1
> CC(=O)Nc1nc2ccccc2n1CCOc1ccccc1Cl
  -1.23 | -1.29 | -200.0
> O=C(CSCc1ccc([N+](=O)[O-])cc1)Nc1cccc(C(=O)Nc2ccccc2C(=O)O)c1
  -0.11 | 1.07 | -8.3
> COc1cccc(NC(=O)N2CCN(c3cccc(C)c3)C(C)C2)c1 (stereo not given)
  -0.11 | -0.87 | -9.1
> COc1ccc(F)cc1S(=O)(=O)Nc1ccc2c(c1)OCO2
  -0.22 | 0.27 | -34.2
> COc1ccccc1CNC(=O)CCS(=O)(=O)c1ccc2c(c1)CCCN2C(C)=O
  1.41 | 1.95 | x
> COc1nc(OCCNC(=O)Nc2ccccc2)nc(N(C)C)n1
  -0.37 | -0.31 | 3.1
> O=c1c2ccccc2cnn1Cc1n[nH]c(=S)n1-c1ccccc1Cl
  2.57 | 1.97 | -29.2
> C=CCn1c(CNC(=O)c2ccco2)nnc1SCC(=O)Nc1cccc(Br)c1
  -0.24 | 0.52 | -18.3
> COc1ccc(C2C(C#N)=C(N)Oc3c2ccc2cccnc32)cc1OC (stereo not given)
  x | x | -190.0
> O=C(COc1cccc(Cl)c1Cl)Nc1ccc2c(c1)CCC2
  -1.43 | -0.98 | x
> Cc1c(-n2c(O)c(C3=c4ccccc4=NC3=O)sc2=S)c(=O)n(-c2ccccc2)n1C
  x | x | 15.4
> O=C(NCC(=O)N(c1ccc2c(c1)OCO2)C(C(=O)NC1CCCC1)c1ccncc1)c1ccco1 (stereo not given)
  -0.4 | 0.07 | -2.8
> Cc1ccsc1C(=O)Nc1ccc(F)c([N+](=O)[O-])c1
  -0.63 | 0.16 | 20.0
> Cc1ccc(-c2nc(CS(=O)(=O)CC(=O)NCCCN3CCN(C)CC3)c(C)o2)cc1
  -0.14 | 0.09 | x
> CCOc1ccc(CCNC(=O)C2CCC(=O)N2CCc2ccccc2)cc1OCC (stereo not given)
  0.76 | 0.57 | -3.3
> COCCOC(=O)C1=C(C)NC(=O)NC1c1ccc(OC(=O)c2ccco2)c(OC)c1 (stereo not given)
  -0.36 | -0.31 | x
> O=C(COC(=O)Cc1ccccc1F)Nc1ccc2c(c1)OCCO2
  0.71 | 0.39 | -33.3
> Cc1nn(C)cc1/C=C/C(=O)c1cccs1
  -0.86 | -0.3 | -305.9
> CC(=O)N1C(C(=O)O)CSC1c1cccc(C)c1 (stereo not given)
  1.27 | 1.12 | 9.7
> CC(C)(C)c1ccc(C(=O)NCc2cccnc2)cc1
  0.84 | 0.56 | x
> COc1ccc(C(=O)n2nc(-c3ccc(OC)cc3)nc2N)cc1
  2.12 | 0.65 | -18.5
> O=C(/C=C/NNC(=O)c1ccccc1)c1ccc([N+](=O)[O-])cc1
  x | x | 60.0
> COc1ccc(NS(=O)(=O)c2coc(C(N)=O)c2)cc1Cl
  -0.48 | 0.15 | x
> COc1cc(OC)cc(C(=O)NCc2n[nH]c(=S)n2-c2ccccc2OC)c1
  1.16 | 1.15 | -53.5
> CCc1nnc(NS(=O)(=O)c2ccc(N=Cc3c(C)[nH]n(-c4cccc(Cl)c4)c3=O)cc2)s1
  0.08 | 0.64 | 18.2
> CC(=O)Nc1ccc2nc(-c3ccccc3)cn2c1
  1.02 | 0.77 | -371.4

Grouped by structure, those above with a nitro group on carbon
Fields – SDO1 yeast rescue Rescue 24 h | SDO1 yeast rescue | Insulin prom inh
> O=C(CSCc1ccc([N+](=O)[O-])cc1)Nc1cccc(C(=O)Nc2ccccc2C(=O)O)c1
  -0.11 | 1.07 | -8.3
> Cc1ccsc1C(=O)Nc1ccc(F)c([N+](=O)[O-])c1
  -0.63 | 0.16 | 20.0
> O=C(/C=C/NNC(=O)c1ccccc1)c1ccc([N+](=O)[O-])cc1
  x | x | 60.0

Later entries
Fields – SDO1 yeast rescue Rescue 24 h | SDO1 yeast rescue | Insulin prom inh
> CCOC(=O)c1oc2ccccc2c1CSc1nnnn1-c1ccc(OC)cc1
  0.35 | -1.03 | 14.3
> O=C(/C=C/c1ccco1)c1ccc(O)cc1
  x | x | 35.7
> Cc1ccc(CSc2nnc3nc(C)cc(C)n23)cc1
  1.46 | 1.16 | 10.0
> Cc1ccc(OCC(=O)NCC(=O)Nc2ccc(F)c(F)c2F)c([N+](=O)[O-])n1
  1.06 | 1.33 | x
> O=C(Cc1cc(=O)[nH]c(=O)[nH]1)NCc1ccccc1
  -0.18 | 1.13 | 46.3
> O=c1c2[nH]c3cccc(Cl)c3c2ncn1Cc1ccncc1
  -0.08 | 0.34 | x
> Cc1nc(N2CCN(C)CC2)[nH]c(=O)c1Cc1cccc2ccccc12
  -0.21 | 0.04 | -10.3
> O=C(CCCn1c(=O)c2ccccc2n(CC(=O)N2CCN(c3ccccc3)CC2)c1=O)NCc1ccco1
  x | x | -62.2
> CC(C)CC(=O)NC(=S)Nc1ccccc1C(=O)Nc1ccccc1
  -0.26 | -0.33 | -24.6
> CS(=O)(=O)N(CC(=O)NCCSCc1ccccc1)c1ccc2c(c1)OCO2
  x | x | -203.7
> COc1ccccc1NC(=S)NCC1CCCO1 (stereo not given)
  -0.47 | 0.56 | 25.0
> Cc1cc(NCCNC2=CC(=O)CCC2)nc2ccccc12
  2.04 | 1.7 | 36.0
> CC(C)NS(=O)(=O)c1ccc(OCC(N)=O)c(Cl)c1
  1.48 | 1.35 | -6.2
> CCC(=O)NC(C)c1nc2ccccc2n1C (stereo not given)
  0.38 | 0.56 | x
> Cc1ccc(OCc2nc(C#N)c(NCc3ccc4c(c3)OCO4)o2)cc1
  -0.56 | -1.58 | -66.7
> CSc1cccc(NS(=O)(=O)c2cccs2)c1
  -0.16 | -0.74 | 18.2
> CCOc1ccccc1NC1=C(Cl)C(=O)N(c2ccccc2)C1=O
  0 | -0.6 | -37.5
> Cc1cc(Cl)ccc1OCC(=O)NCCOc1nc(N2CCOCC2)nc(N2CCOCC2)n1
  1.99 | 1.04 | x
> CCCCC(c1nnnn1C1CCCC1)N1CCN(C(=O)c2ccco2)CC1 (stereo not given)
  0.33 | -0.07 | x
> Nc1nncn1C(=O)CCc1ccccc1
  0.27 | 1.23 | 24.2
> CC1(C)CC2CC(C)(CN2S(=O)(=O)c2cccc(N)c2)C1 (stereo not given)
  -1.1 | -1.41 | 57.1
> O=C(CNC(=O)c1ccccc1)Nc1cccc(C(F)(F)F)c1
  0.42 | 0.66 | x
> C[C@@H](C(=O)NCc1ccccc1)N1C(=O)C2CC=CCC2C1=O (stereo not given in full)
  1.88 | 1.29 | -33.3
> S=C1CSc2ccccc2N1
  x | x | 50.0
> CC(=O)c1c(C)[nH]c(C(=O)O)c1C
  x | x | 9.1
> COC(=O)c1ccc(CN2CCC(CO)(Cc3cccc(OC)c3)CC2)cc1
  x | x | -4.3
> Cc1ccc(-c2nn3nnnc3c3ccccc23)cc1C
  -1.69 | -1.42 | 31.6
> O=C(Nc1ccncc1)Nc1ccc(F)cc1F
  0.02 | 0.16 | 47.6
> CCC(C)NC(=O)c1n[nH]c(=O)c2ccccc12 (stereo not given)
  -0.05 | 0.5[16.8 µM] | 0.0
> Cc1ccnc(NS(=O)(=O)c2ccc(NC(=O)c3ccc(S(=O)(=O)N4CCOCC4)cc3)cc2)n1
  0.22 | 0.85 | -87.5

4 records picked at random from the list so far:
Fields – SDO1 yeast rescue Rescue 24 h | SDO1 yeast rescue | Insulin prom inh
> O=C(Nc1ccncc1)Nc1ccc(F)cc1F
  0.02 | 0.16 | 47.6
> CC1(C)CC2CC(C)(CN2S(=O)(=O)c2cccc(N)c2)C1 (stereo not given)
  -1.1 | -1.41 | 57.1
> O=C(/C=C/c1ccco1)c1ccc(O)cc1
  x | x | 35.7
> Nc1nncn1C(=O)CCc1ccccc1
  0.27 | 1.23 | 24.2

Next section
Fields – SDO1 yeast rescue Rescue 24 h | SDO1 yeast rescue | Insulin prom inh
> CCOC(=O)c1cnc(SCc2cccc3ccccc23)nc1N
  -0.22 | -0.77 | 0.0
> CCc1ccc(CCC(=O)Nc2ccc(S(N)(=O)=O)cc2)o1
  0.49 | 0.52 | -2.7
> Cc1ccc(S(=O)(=O)Oc2ccc(C3C4=C(CCCC4=O)OC4=C3C(=O)CCC4)cc2)cc1
  -0.25 | -0.6 | -27.9
> Cc1ccc(-c2nnn(CC(=O)N(Cc3cccs3)C(C(=O)NC3CCCC3)c3ccco3)n2)o1 (stereo not given)
  1.35 | 0.46 | -10.0
> c1ccc2c(c1)OCCOCCOCCOCCOc1ccccc1OCCOCCOCCO2
  -0.98 | -0.65 | -160.6
> COc1ccc(NC(=O)N2CCN(CCC#N)CC2)cc1
  1.01 | 1.46 | 66.7
> CC(C)(C)n1nnnc1C(c1ccc2ncccc2c1)N1CCSCC1 (stereo not given)
  0.22 | 0.41[9.3 µM] | x
> CC(=C/c1ccccc1)/C=N/n1cnnc1
  -0.94 | -0.1 | -13.9
> CNc1cncc(C(=O)O)c1
  x | x | -5.6
> CCOC(=O)C(NC(=O)CC)(N1CCc2ccccc2C1)C(F)(F)F (stereo not given)
  0.16 | 1.16 | -7.9
> O=C(NCc1nc2ccccc2[nH]1)C1CCCCC1
  x | x | -25.0
> COc1ccccc1C(=O)Nc1c(C)n(C)n(-c2ccccc2)c1=O
  -0.38 | 0.67 | x
> COC(=O)C1=C(N)Oc2cc(C)[nH]c(=O)c2C1c1cccnc1 (stereo not given)
  0.19 | 0.53 | 32.3
> O=C(O)CN1C(=O)/C(=C/C=C/c2ccccc2)SC1=S
  x | x | -31.4
> CCOC(=O)c1sc(NC(=O)C2CC2)nc1C
  -0.17 | -0.03 | x
> COc1cc(C(=O)COC(=O)CNC(=O)C2CCCCC2)cc(OC)c1OC
  1.11 | 1.99 | 3.3
> CCOC(=O)CCn1nnc(N)n1
  -0.52 | 0.26 | 18.8
> COC(=O)c1ccc(CSc2nnc(NC(=O)c3cc4c(s3)CCCC4)s2)cc1
  0.86 | -0.95 | -16.2
> O=C(CCC(=O)NNC(=O)Nc1ccc(Cl)cc1)NCc1ccccc1
  -0.69 | -0.89 | -26.9
> COC(=O)CSc1nnc2n1C(C)(C)Cc1ccccc1-2
  0.17 | 0.37 | x
> COc1cc(C(=O)NCc2cn3ccsc3n2)cc(OC)c1OC
  x | x | -18.8
> CC(=O)Nc1ccc(S(=O)(=O)Oc2ccc(C=O)cc2)cc1
  -0.15 | 0.02 | 21.4
> CCCCN(C)C(=O)C(Cc1ccccc1)NS(=O)(=O)c1ccc2c(c1)CCC(=O)N2 (stereo not given)
  1.3 | -0.12 | x
> CSCCC(C(=O)N1C[C@]2(C)C[C@H]1CC(C)(C)C2)N1C(=O)c2ccccc2C1=O (stereo not given in full)
  -1.29 | -1.44 | 7.9
> CCOc1ccc(-c2cc(C(=O)NN=C3CCN(C)CC3)[nH]n2)cc1
  x | x | -36.4
> CCOC(=O)c1c[nH]c2c(Cl)ccc(Cl)c2c1=O
  0.68 | 0.71 | x
> CC(C)c1[nH]nc2c1C(c1cccs1)C(C#N)=C(N)O2 (stereo not given)
  -0.35 | -0.27 | 47.4
> COCCCn1c(=S)[nH]c2ccc(N3CCOCC3)cc2c1=O
  1.09 | 0.8 | x
> CCN(CC)CCn1c(NCc2ccc(C)o2)nc2ccccc21
  1.55 | 1.28 | 37.0
> Cn1cnnc1SCC(=O)Nc1ccc(OCc2ccccc2)cc1
  x | x | 0.0
> CCOc1ccc(-n2c(=O)c3c(C)c(C)sc3n(CC(=O)NCc3ccco3)c2=O)cc1
  -1.42 | -2.47 | x
> Cc1cccc(C(=O)NC(=S)NNC(=O)c2cccs2)c1
  -0.63 | -0.32 | -25.0
> CC(C)CC(=O)Nc1ccc2nn(-c3ccccc3)nc2c1
  -1.32 | -0.67 | 16.7
> Cc1nc2cc(C(F)(F)F)ccc2n1C1CCN(CC(=O)NC(C)(C)C)CC1
  -0.1 | 0.34 | 0.0
> CC1CCCC(C)N1C(=O)CN1CCN(c2nc(-c3ccc(F)cc3)cs2)CC1 (stereo not given)
  -0.8 | -0.86 | -7.1
> Cc1ccc2sc(NC(=O)CN3C(=O)CCC3=O)nc2c1C
  -0.59 | -0.16 | 30.0

An excerpt of these results, as labelled records:
compound: CCOc1ccc(-n2c(=O)c3c(C)c(C)sc3n(CC(=O)NCc3ccco3)c2=O)cc1
  SDO1 yeast rescue Rescue 24 h: -1.42; SDO1 yeast rescue: -2.47; Insulin prom inh: x

compound: Cc1cccc(C(=O)NC(=S)NNC(=O)c2cccs2)c1
  SDO1 yeast rescue Rescue 24 h: -0.63; SDO1 yeast rescue: -0.32; Insulin prom inh: -25.0

compound: CC(C)CC(=O)Nc1ccc2nn(-c3ccccc3)nc2c1
  SDO1 yeast rescue Rescue 24 h: -1.32; SDO1 yeast rescue: -0.67; Insulin prom inh: 16.7

compound: Cc1nc2cc(C(F)(F)F)ccc2n1C1CCN(CC(=O)NC(C)(C)C)CC1
  SDO1 yeast rescue Rescue 24 h: -0.1; SDO1 yeast rescue: 0.34; Insulin prom inh: 0.0
